# Assay outcomes (PubChem)
# EPAC2 antag: qHTS for Antagonist of cAMP-regulated guanine nucleotide exchange factor 2 (EPAC2): primary screen; Potency, µM (series often up to 114 µM), inactives show at the top dose activity, negative = inhibition, most hits filed as inhibitors; Rap guanine nucleotide exchange factor 4 (Homo sapiens), Q8WZA2; 360,000 compounds, 0.18% hits; EPAC2 GEF exchange of Rap1B-BODIPY-GDP, fluorescence; AID 720708, 2013; also: % is scaled to controls: 0 for no effect and ±100 for the full control effect; nearly all actives have a fitted effect of over 45% in size; many of its hits are not listed in these tables
# EPAC1 antag: qHTS for Antagonist of cAMP-regulated guanine nucleotide exchange factor 3 (EPAC1): primary screen; EPAC1 GEF assay, Rap1b-BODIPY-GDP exchange fluorescence; Potency, µM (series often up to 115 µM), inactives show at the top dose activity change, negative = inhibition, actives largely listed as inhibitors; 360,000 compounds, 0.14% hits;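 also: plate controls were vehicle for no effect and positive control for full effect; nearly all actives have a fitted effect of over 50% in size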
# aSyn rescue: qHTS of alpha-syn Inhibitors | Yeast expressing alpha-synuclein, growth rescue, BacTiter-Glo, 24 h | Potency, µM (highest dose often 46.1 µM), without a hit: at the highest dose growth rescue (activation), most hits filed as activators | 370,000 compounds, 0.14% hits | AID 652106, 2013; also: % of control where 0% means no effect; nearly all actives have a fitted effect of over 65% in size
#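 Screening used galactose-induced yeast with toxic alpha-synuclein levels, exposed to compound for 24 hr at 30 deg C. Cell growth, read with BacTiter-Glo luminescence, gave the measured signal.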
# PTHR1 agonist: qHTS for PTHR1 Agonists: Primary Screen; AID 743266, 2014; Potency, µM (series often up to 115 µM), inactives show at the highest dose activation, usual class: activators; HEK293 GP2 PTHR1 cells, GloSensor cAMP luminescence, 1 h; Parathyroid hormone/parathyroid hormone-related peptide receptor (Homo sapiens), Q03431; 410,000 compounds, 0.075% hits; also: nearly all actives have a fitted effect of over 55% in size; some results filed as inactive show a strong effect at the top dose; inactives centre near -15; many of its hits are not listed in these tables
# Target sequence (Q03431 whole entry, looked up): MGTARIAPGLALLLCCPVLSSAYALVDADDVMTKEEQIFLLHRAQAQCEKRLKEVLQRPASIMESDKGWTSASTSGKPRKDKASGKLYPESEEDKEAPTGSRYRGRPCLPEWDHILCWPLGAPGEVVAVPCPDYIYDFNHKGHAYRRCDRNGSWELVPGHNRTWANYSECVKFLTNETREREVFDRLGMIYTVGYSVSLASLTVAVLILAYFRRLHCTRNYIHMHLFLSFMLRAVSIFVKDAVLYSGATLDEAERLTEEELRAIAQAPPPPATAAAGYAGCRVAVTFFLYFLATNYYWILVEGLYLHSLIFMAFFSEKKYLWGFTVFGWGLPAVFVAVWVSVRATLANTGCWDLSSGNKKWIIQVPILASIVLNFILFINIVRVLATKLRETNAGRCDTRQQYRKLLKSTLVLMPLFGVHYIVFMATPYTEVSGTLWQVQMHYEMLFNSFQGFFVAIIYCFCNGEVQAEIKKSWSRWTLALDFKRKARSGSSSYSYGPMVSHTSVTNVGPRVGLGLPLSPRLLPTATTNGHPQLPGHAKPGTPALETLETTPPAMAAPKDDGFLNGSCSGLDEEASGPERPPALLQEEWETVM
#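 HEK-293-derived GP2 cells expressing PTHR1 and a GloSensor cAMP reporter, 3,000/well, plated overnight, given luciferin plus IBMX (each 0.5 mM as added) for 1 h at 37 °C, then compound for 1 h at 37 °C. Luminescence was read after 15 min at room temperature.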
# EPAC2 agonist: qHTS for Agonist of cAMP-regulated guanine nucleotide exchange factor 4 (EPAC2): primary screen; Rap guanine nucleotide exchange factor 4 (Homo sapiens), Q8WZA2; EPAC2 activation, biochemical qHTS; response scale: 100% = 6.5 mM cAMP response; Potency, µM (top dose mostly 154 µM), for the others: at the top dose activation, hits mostly activators; 360,000 compounds, 0.079% hits; also: nearly all actives have a fitted effect of over 50% in size
#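 Fluorescence exchange assay: 100 nM EPAC2 with 250 nM RAP1B-BODIPY-GDP and 50 uM GDP; compounds tested as a concentration-titration series (qHTS). Loss of Rap1-bound BODIPY-GDP fluorescence read at 480/540 nm; data normalized to 6.5 mM cAMP.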
# FUS suppressor: qHTS for Suppressors of FUS Proteinopathy: Primary screen using FUS-linked yeast assay; S. cerevisiae FUS-expressing, growth rescue, OD600, 24 h; 390,000 compounds, 0.24% hits; AID 1347120, 2019; Potency, µM (doses to about 76.6 µM), without a hit: top-dose growth rescue (activation), hits mostly activators;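 also: plate controls were DMSO vehicle for no effect and reference control for full effect; nearly all actives have a fitted effect of over 55% in size; some results filed as inactive show a strong effect at the top dose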
#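 Restored growth of FUS-toxic S. cerevisiae, read as 600 nm absorbance after 24 h at 30C in galactose medium (starting OD 0.005). Controls CP55940 and DMSO.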
# EPAC1 agonist: qHTS for Agonist of cAMP-regulated guanine nucleotide exchange factor 3 (EPAC1): primary screen; Rap guanine nucleotide exchange factor 3 (Homo sapiens), O95398; EPAC1 agonist qHTS, biochemical assay; response scale: 100% = response to 6.5 mM cAMP; Potency, µM (doses to about 154 µM), for inactives: at the top dose activation, most hits filed as activators; 360,000 compounds, 0.073% hits; AID 720707, 2013; also: nearly all actives have a fitted effect of over 60% in size
#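 Read-out is the fluorescence drop as BODIPY-GDP leaves Rap1B (480 nm excitation, 540 nm emission), recorded every 5 minutes over 30 minutes. Reactions held 100 nM EPAC1, 250 nM Rap1B–BODIPY-GDP and 50 uM GDP, with 6.5 mM cAMP setting full activation.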
# TDP43 rescue: qHTS of TDP-43 Inhibitors. 410,000 compounds, 1.8% hits. TDP-43 expressing yeast growth rescue, BacTiter-Glo, 24 h. Potency, µM (top dose mostly 46.1 µM), without a hit: at the highest dose growth rescue (activation), hits mostly activators; also: % of control where 0% means no effect; nearly all actives have a fitted effect of over 50% in size
#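 Growth rescue of TDP-43-toxic yeast measured as ATP luminescence (BacTiter-Glo). Cells grown to mid-log in raffinose, induced in galactose at OD600=0.02, exposed to compound 24 hr at 30 deg C.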
# The depositor's hits bear a star; i = inactive; ? = inconclusive; . = no result given; & = joins results of further samples; [ ] = remark or other dose. Calls follow the shape of the dose curve; as a rule, active = well fitted curve in the direction sought with a large enough effect; inconclusive = small, poorly fitted or top-dose-only effect, or another doubt; inactive = no such curve, though single readings can be large; an effect the other way counts as inactive or inconclusive. Potency is read from the fitted curve at half-maximal effect. An excerpt; the hit share may differ from the screen's.
# Screens in order: EPAC2 antag	EPAC1 antag	aSyn rescue	PTHR1 agonist	EPAC2 agonist	FUS suppressor	EPAC1 agonist	TDP43 rescue
Cn1c(CCNC(=O)c2ccccc2)nc2cc(NC(=O)c3ccco3)ccc21
  -6%	6%	-3%	-10%[57.5 µM]	10%	24%	9%	-20%
CCOC(=O)[C@]12CCCC=C1N(Cc1cccc3ccccc13)C(=O)[C@H](CC(=O)NCC13CC4CC(CC(C4)C1)C3)C2
  -6%	-7%	1%	-6%	0%	?	-15%	16%
Cc1cc(C)c(C)c(S(=O)(=O)N2CCN(CC(=O)c3c(N)n(Cc4ccccc4)c(=O)n(C)c3=O)CC2)c1C
  11%	6%	6%	-25%	-4%	.	8%	0%
COc1cc(C(O)CO)ccc1O (stereo not drawn)
  -9%	-28%	-9%&-6%	i	2%	-38%	-10%	18%
OC(c1ccc(Cl)cc1)c1nnc(-c2ccccc2)o1 (stereo not drawn)
  -1%	-26%	18%	-4%	6%	7%	6%	-17%
COc1ccc(CC(NC(C)=O)C(=O)NC2CCN(C(=O)Nc3ccc(Cl)cc3)CC2)cc1OC (stereo not drawn)
  -8%	-8%	0%	-18%[57.5 µM]	5%	-5%	9%	5%
O=C(Cc1ccccc1[N+](=O)[O-])NCCSCc1c(F)cccc1Cl
  11%	17%	-1%	i	5%	7%	-1%	7%
CCc1[nH]nc(C(=O)N2CCCC(CCC(=O)N3CCN(c4ccccn4)CC3)C2)c1C (stereo not drawn)
  3%	2%	2%	i	1%	10%	12%	8%
c1ccc(CCNCC2COc3ccccc3O2)cc1 (stereo not drawn)
  ?	-11%	4%	3%	7%	-20%	10%	-8%
CSc1ccc(S(=O)(=O)NCCCOC(C)C)cc1
  4%	1%	2%	i	-5%	8%	1%	0%
Cc1ccc(C(=O)Nc2ccc(S(=O)(=O)N3CCOCC3)cc2)cc1Br
  2%	-15%	-2%	-15%	12%	3%	1%	0%
Cc1nc2cc(C(=O)OCC(=O)NC3CCS(=O)(=O)C3)ccc2n1-c1ccccc1 (stereo not drawn)
  20%	12%	-3%	i	2%	5%	-5%	-2%
Cc1ccc(-c2ccc(=O)[nH]n2)cc1
  1%	3%	0%	22%	15%	-10%	4%	?
Cc1ccccc1-c1csc(C(C)(O)c2ccccc2)n1 (stereo not drawn)
  4%	7%	5%	-2%	15%	-7%	-7%	16%
O=C(Nc1cccc(Cl)c1)Nc1cccc(C(=O)O)c1
  7%	0%	2%	-30%	3%	1%	-3%	-2%
COCCCn1c2nc3ccccc3nc2c2c(=O)n(Cc3ccc(Cl)cc3)cnc21
  8%	15%	-2%	i	1%	0%	0%	-15%
Cc1cc(N2CCCCC2)n2ncc(-c3ccccc3)c2n1
  6%	4%	-3%	i	19%	24%	1%	21%
O=C(/C=C/c1ccccc1Cl)OCC(=O)N1CCc2ccccc21
  1%	9%	29%	i	16%	0%	16%	9%
C/C=C/C=C/C(=O)N1CC[C@]23c4ccccc4N[C@H]4N(C)c5cccc6c5[C@]42CCN([C@H]6C2OC2(C)C)[C@H]13 (stereo partly drawn)
  -16%	-22%	8%	-29%	-4%	16µM*	-7%	12%
CC(=O)NS(=O)(=O)c1ccc(NC(=O)C2C3C=CC(C3)C2C(=O)O)cc1 (stereo not drawn)
  11%	3%	-18%	-23%	3%	-8%	-15%	-11%
Cc1ccc(NC(=O)Nc2ccc3c(c2)nc(C)n3C)cc1
  3%	-11%	1%	i	3%	24%	-8%	-37%[inhibitor][0.397 µM]
COc1ccc(CN2CC(C(=O)NCCCN3CCN(C)CC3)CC2=O)cc1 (stereo not drawn)
  -5%	-10%	-4%	-9%[57.5 µM]	4%	21%	-12%	-1%
O=C(COC(=O)c1cccc(F)c1)NC1CC1
  0%	-1%	0%	-8%	-7%	-6%	-3%	-4%[9.22 µM]
O=C(COC(=O)c1nc(Cl)ccc1Cl)NNC(=O)c1ccccc1
  0%	2%	-4%	i	-4%	14%	-12%	7%
Cc1ccccc1OS(=O)(=O)c1cccc([N+](=O)[O-])c1
  -22%	-1%	?	-20%	-5%	-11%	-10%	0%
CSc1c(CC(=O)Nc2ccccc2)n(C)c2ccccc12
  0%	-8%	0%	i	0%	7%	3%	16%
COc1ccc(-c2nc3ccccc3c(=O)o2)cc1OC
  6%	5%	-2%	i	-5%	7%	-1%	20%
COc1ccc(CCc2nnc(CCC(=O)N(C)Cc3ccnc4ccccc34)o2)cc1
  12%	7%	12%	-24%	8%	4%	-3%	-8%
CC1CCCN(S(=O)(=O)c2ccc(N(C(=O)c3cnccn3)C(C(=O)NC3CCCCC3)c3cccs3)cc2)C1 (stereo not drawn)
  -9%	-24%	-2%	-21%	5%	.	-5%	-9%
Cc1c(C(=O)N2CCCCC2)sc(NC(=O)C(C)C)c1C#N
  13%	3%	-1%	i	4%	-5%	5%	-13%
O=C(Nc1cc(=O)[nH]c2ncnn12)c1ccccc1F
  3%	7%	2%	-6%	1%	-8%	-7%	-1%
Cc1cccc2sc(N(CCCN(C)C)C(=O)CCS(=O)(=O)c3ccccc3)nc12
  ?	9%	1%	?	4%	17%&19%	2%	-4%
COc1ccc(CC(=O)Nc2ccc(/C(C)=N\NC(=O)c3ccc(Br)o3)cc2)cc1
  2%	3%	-2%	-10%	-2%	9%	-17%	8%
CCCc1cc(NCC2CCCO2)n2c(nc3ccccc32)c1C#N (stereo not drawn)
  -1%	-6%	7%	-9%	9%	24%	7%	0%
CCOC(=O)NC(=S)Nc1cccc(C)n1
  24%	2%	3%	-24%	15%	-53%	17%	0%
CCOC(=O)c1cc(C#N)c(SCc2ccc(C#N)cc2)nc1C
  -4%	3%	4%	?	16%	13%	2%	26%
COc1ccccc1/C=C1\SC(=O)N(CC(=O)NCCCn2ccnc2)C1=O
  3%	-3%	-3%	-13%	-7%	4%	9%	-8%
COc1ccc(NC(=O)N2CCCC2)cc1OC
  -5%[57.1 µM]	-1%	-1%	0%[57.5 µM]	5%	-5%	2%	-3%
Cc1cccc(CS(=O)(=O)Cc2ccc(C(=O)NC3CCCC3)o2)c1
  -2%	-14%	0%	i	-1%	0%	10%	-5%
O=C(CC1(O)C(=O)Nc2ccccc21)c1ccccc1O (stereo not drawn)
  1%	-4%	-9%	-49%[inhibitor][57.5 µM]	7%	-15%	2%	-5%
CC(C)=CCC12Oc3cc(O)ccc3C1(O)Oc1cc(O)c([C@H]3C=C(C)CC(c4ccc(O)cc4O)[C@H]3C(=O)c3ccc(O)cc3O)c(O)c1C2=O (stereo partly drawn)
  2%	?	-38%[inhibitor]	-19%	4%	?	-15%	-2%
O=C1N[C@H](Cc2c[nH]c3ccccc23)COC(=O)[C@H](Cc2ccc(F)cc2)C/C=C\C[C@H]1CC(=O)N(CCO)Cc1ccccc1
  -3%	-9%	1%	-2%	9%	?	-8%	18%
CS(=O)(=O)c1ccccc1C(=O)Nc1ccc(S(=O)(=O)N2CCCC2)cc1
  20%	-7%	6%	i	7%	-1%	-1%	-9%
Cn1ncc(S(=O)(=O)Cc2ccccc2)c(Cl)c1=O
  1%	10%	?	i	-3%	-7%	9%	?
O=C(CNS(=O)(=O)c1ccccc1)NCC(=O)OCc1ccc(C(=O)c2ccccc2)cc1
  -3%	-27%	-2%	-28%	12%	.	8%	-9%
Cc1ccc2c(c1)N(C(=O)CCC(=O)N1CCOCC1)CC(C)O2 (stereo not drawn)
  0%	25%	-1%	i	15%	-21%	-8%	19%
CCOC(=O)N1CCN(c2ccncc2S(=O)(=O)N2CCCCC2)CC1
  17%	2%	?	i	0%	10%	2%	0%
Cc1cc(=O)nc2c3ccccc3n(CC(=O)NCCCN3CCCCC3C)n12 (stereo not drawn)
  -4%	6%	0%	i	10%	1%	14%	5%
Cc1ccc2nsnc2c1NC(=O)c1ccc([N+](=O)[O-])cc1
  -4%	7%	-9%	-35%[inhibitor]	1%	37%	11%	8%
CC(=O)n1c2ccccc2c2c1c1ccccc1n2C
  13%	1%	0%	26%[57.5 µM]	-22%	-10%	-8%	15%
CC1(c2cc([N+](=O)[O-])cc([N+](=O)[O-])c2)CC(C)(C)N(C(=O)c2ccccc2)c2ccccc21 (stereo not drawn)
  -4%	-1%	-15%	i	0%	2%	8%	25µM*
O=C(CCNS(=O)(=O)c1ccccc1)N1CCC(Cc2ccccc2)CC1
  -8%	-1%	7%	-16%	4%	18%	5%	26%
CN(C)/C=C(\C(=O)c1ccc(F)cc1F)c1nnnn1-c1ccccc1
  10%	-10%	-3%	i	-4%	-14%	-8%	1%
COc1ccc(C(=O)OCC(=O)c2ccc[nH]2)c(OC)c1
  -1%	-11%	-14%	-13%	4%	0%	6%	-1%
COc1ccccc1-c1cc(SC)c(C#N)c(=O)o1
  1%[57.1 µM]	0%	-1%	-44%[inhibitor]	7%	-16%	7%	0%
COc1ccc(-c2coc3cc(O)ccc3c2=O)cc1O
  -14%	0%	-3%	-24%	4%	0%	-8%	7%

# One compound at a time (already shown). Screens in order: EPAC2 antag | EPAC1 antag | aSyn rescue | PTHR1 agonist | EPAC2 agonist | FUS suppressor | EPAC1 agonist | TDP43 rescue
# Results for `Cc1c(C(=O)N2CCCCC2)sc(NC(=O)C(C)C)c1C#N` : 13% | 3% | -1% | i | 4% | -5% | 5% | -13%
# Results for `O=C1N[C@H](Cc2c[nH]c3ccccc23)COC(=O)[C@H](Cc2ccc(F)cc2)C/C=C\C[C@H]1CC(=O)N(CCO)Cc1ccccc1` : -3% | -9% | 1% | -2% | 9% | ? | -8% | 18%
# Results for `Cc1cc(=O)nc2c3ccccc3n(CC(=O)NCCCN3CCCCC3C)n12` (stereo not drawn) : -4% | 6% | 0% | i | 10% | 1% | 14% | 5%
